M1 ag: human M1 muscarinic receptor agonists, primary screen, Fluo-8 calcium fluorescence, CHO-K1 cells, HTS. Muscarinic acetylcholine receptor M1 (Homo sapiens), P11229. CHO-K1 hM1, agonist mode; 0% DMSO, 100% acetylcholine EC100. activation, % at 3 µM. 0.33% of 360,000 active;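 active = activation above the run's mean compound activation plus 3 SD, cut at about 16% in these data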;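 also: peak over basal fluorescence ratio within a 140 s kinetic read after compound addition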
Target sequence (P11229 whole entry, looked up): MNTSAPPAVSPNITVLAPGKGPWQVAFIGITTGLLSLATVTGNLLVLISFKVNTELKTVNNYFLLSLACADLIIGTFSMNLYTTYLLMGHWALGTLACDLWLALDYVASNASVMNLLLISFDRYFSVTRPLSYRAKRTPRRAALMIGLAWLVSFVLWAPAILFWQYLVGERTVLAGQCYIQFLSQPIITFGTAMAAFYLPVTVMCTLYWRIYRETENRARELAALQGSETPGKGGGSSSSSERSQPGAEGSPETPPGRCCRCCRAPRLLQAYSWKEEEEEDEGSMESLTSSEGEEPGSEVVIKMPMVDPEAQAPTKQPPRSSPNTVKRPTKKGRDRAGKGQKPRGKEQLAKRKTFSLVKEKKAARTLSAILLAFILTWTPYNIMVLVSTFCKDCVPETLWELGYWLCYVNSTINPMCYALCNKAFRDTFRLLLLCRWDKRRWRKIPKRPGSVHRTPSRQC
M1 ag parental: counter-screen for M1 agonists: effect in parental CHO-K1 cells; 0.48% of 360,000 active; Fluo-8 calcium fluorescence; scaled to maximal ATP response, vehicle zero; activation, % at 3 µM; AID 602248, 2012; in the data active = activation above about 15%;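 also: untransfected CHO-K1 host cells lacking M1 receptor as counterscreen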
OXTR potentiate: human OXTR potentiators, primary screen, fluorescence, CHO-OTR cells, Fluo-8 calcium | Fluo-8 calcium fluorescence, potentiator mode; 0% = oxytocin EC15, 100% = EC100 | activation, % at 3 µM | 0.061% of 320,000 active | AID 2445, 2010;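 active = activation above that plate's cutoff, the mean activation of tested compounds plus 3 SD, cut at about 6.6% in these data, passing the limit was not always enough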;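 also: 100% uses oxytocin at 75 nM as the full agonist control; some results filed as inactive read as strong as hits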
Target sequence (P30559 whole entry, looked up): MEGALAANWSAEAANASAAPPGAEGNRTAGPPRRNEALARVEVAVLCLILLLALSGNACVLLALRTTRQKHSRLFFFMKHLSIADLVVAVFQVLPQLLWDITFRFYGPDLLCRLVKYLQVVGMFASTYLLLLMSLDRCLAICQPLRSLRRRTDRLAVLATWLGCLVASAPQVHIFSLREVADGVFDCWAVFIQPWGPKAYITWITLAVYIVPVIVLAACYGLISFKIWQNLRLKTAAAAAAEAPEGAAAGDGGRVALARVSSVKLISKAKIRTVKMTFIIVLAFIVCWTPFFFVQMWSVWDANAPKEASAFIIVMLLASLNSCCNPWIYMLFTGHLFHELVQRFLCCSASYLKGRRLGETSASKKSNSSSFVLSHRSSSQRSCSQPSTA
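Material: CHO-OTR cells, human receptor; compound dosing: single dose, 3.0 µM nominal final compound concentration; schedule: 6 min compound pre-incubation at room temperature, 100 s kinetic read; measured by: kinetic Fluo-8 calcium fluorescence; read-out basis: % activation vs EC15 and EC100 oxytocin; controls: EC15 oxytocin alone as 0%, 75 nM oxytocin as 100%; replicates: singlicate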
TAAR1 antag: human TAAR1 antagonists, primary screen, Fluo-8 calcium fluorescence, CHO RD-HGA16 cells; inhibition, % at 3 µM; Trace amine-associated receptor 1 (Homo sapiens), Q96RJ0; antagonist; AID 624466, 2012; 1.5% of 360,000 active;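 active = inhibition above a per-plate cutoff, the mean inhibition of test compounds on that plate plus 3 SD, cut at about 49% in these data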;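 also: 0% = DMSO plus EC80 beta-PEA response and 100% = DMSO alone without agonist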
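Test system – hTAAR1-expressing CHO RD-HGA16 cells, Gα16-coupled · Also added – β-PEA at EC80 concentration, post-compound challenge · Compound – 3 µM, single point · Incubation – dye loading 75 min at 37 °C, then 30 min room temperature · Measured by – Fluo-8 intracellular calcium dye fluorescence, real-time kinetic reads · Benchmarks – vehicle and agonist controls · Replicates – singlicate, one well per test compound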
TAAR1 agonist: human TAAR1 agonists, primary screen, Fluo-8 calcium fluorescence, CHO RD-HGA16 cells; Trace amine-associated receptor 1 (Homo sapiens), Q96RJ0; vehicle wells 0%, saturating PEA agonist 100%; activation, % at 3 µM; 0.99% of 360,000 active; AID 624467, 2012;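 active = activation above the mean activation of all test compounds in the run plus 3 SD, cut at about 38% in these data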
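Test system: RD-HGA16 (CHO) cells co-expressing Gα16 and hTAAR1 | Doses: Single dose, 3 µM | Schedule: 17-24 h seeding, 75 min 37 °C dye, 30 min RT | Evaluation: % activation from peak over basal fluorescence ratio, DMSO-to-PEA scaled | Technique: Kinetic Fluo-8 calcium fluorescence | Benchmarks: Low control DMSO, high control PEA (EC100)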
CHO-K1 Ca antag: M1 antagonist counterscreen hit in parental CHO-K1 cells. ATP-induced calcium, Fluo-8 fluorescence. inhibition, % at 3 µM. 0.6% of 360,000 active. AID 602250;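 active = inhibition above a per-plate cutoff, the plate's mean sample inhibition plus 3 SD, cut at about 24% in these data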;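 also: 0% = DMSO plus EC80 ATP and 100% = DMSO alone without ATP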
CHO parental Ca: ATP-evoked calcium signal inhibitors, parental CHO, primary screen, counter-screen for OX1R antagonist project, cell-based, fluorescence, Fluo-8 calcium dye; parental CHO-K1, ATP-induced calcium, Fluo-8 fluorescence; inhibition, % at 5.6 µM; 0.63% of 330,000 active;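 active = inhibition above that plate's mean sample inhibition plus 3 SD, cut at about 26% in these data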;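 also: 0% = ATP-challenged DMSO wells and 100% = DMSO wells without ATP; some compounds past the cut are filed as inactive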
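Test system: untransfected parental CHO cell line; also added: ATP stimulus; dosing: 5.6 µM, single dose; signal: calcium-sensitive Fluo-8 fluorescence; measure: percent inhibition of ATP-evoked calcium rise, normalized to controls; benchmarks: low control ATP plus DMSO, high control DMSO only; replication: one well per compound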
CHRM1 antagonist: human M1 muscarinic receptor antagonists, primary screen, CHO-K1 cells, Fluo-8 calcium fluorescence, 1536-well; Muscarinic acetylcholine receptor M1 (Homo sapiens), P11229; CHO-K1 hM1, ACh EC80 antagonist; inhibition, % at 3 µM; 1.3% of 360,000 active;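 active = percent inhibition above its own plate's cutoff, namely the mean of that plate's compound wells plus 3 SD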;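 also: peak over basal fluorescence ratio during 140 s after agonist addition; 0% = ACh EC80 plus DMSO and 100% = DMSO alone without agonist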
CHO-K1 Ca PAM: nonselective calcium activators in parental CHO-K1 cells, primary screen, counter-screen for M1 PAM project, cell-based, Fluo-8 calcium fluorescence, full deck, 1536-well; activation, % at 3 µM; ATP EC20; 0% at ATP EC20, 100% at ATP max; 0.02% of 360,000 active;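 active = activation above the run cutoff, the mean activation of all test compounds plus 3 SD, cut at about 40% in these data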;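 also: peak over basal fluorescence ratio in a 140 s read after ATP addition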
* = called active by the depositor; . = not tested or not shown. No enrichment for hits; about 4.2% have a hit in one of these screens.

1. O=C(c1ccc(Cl)cc1)c1c[nH]cc1-c1ccccc1
2. CCOC(=O)c1c(C)[nH]c2ccc(O)cc12
3. CC1CCCCN1CCNC(=O)C1CCCN(S(=O)(=O)c2cccc3nsnc23)C1 (stereo not given)
4. O=C(Cc1ncc(C(F)(F)F)cc1Cl)NCCc1ccccc1
5. Nc1nc(CSc2nc3ccccc3[nH]2)nc(N2CCOCC2)n1
6. CCOC(=O)/C=C/c1ccc2c(c1)S(=O)(=O)N(Cc1ccc(OC)cc1)[C@H]2CC(=O)OCC
7. CCOC(=O)c1cc(C#N)c(SC(C)C(=O)NC2CCCCC2)nc1C (stereo not given)
8. Cc1ccc(N(C(=O)c2ccccn2)C(C(=O)NC2CCCCC2)c2ccncc2)cc1 (stereo not given)

screen / no.,1,2,3,4,5,6,7,8
M1 ag,-6,-2,-6,-2,-3,-3,-2,-2
M1 ag parental,0.6,0.0,0.5,1.1,0.3,1.5,0.1,1.3
OXTR potentiate,2,-8,-6,2,-7,-10,-1,5
TAAR1 antag,-18,-9,-14,-7,-17,37,-1,-7
TAAR1 agonist,-3,-1,0,9,-1,9,5,-1
CHO-K1 Ca antag,-1,-26,-13,-13,-11,-26,-11,-15
CHO parental Ca,-8,-8,-28,-7,3,-21,-3,-20
CHRM1 antagonist,-5,-5,1,8,-17,0,25,-14
CHO-K1 Ca PAM,21,6,7,18,18,32,-2,15

9. Cc1cc(C)c(C#N)c(SC2CCCCC2=O)n1 (stereo not given)
10. O=C(Cc1sc(-c2ccccc2)nc1-c1ccccc1)Nc1ccc(Cl)cc1
11. CCOC(=O)C1CCCN(Cc2ccc(OCc3ccccc3)c(OC)c2)C1 (stereo not given)
12. CC(C)(C)NC(=S)NNC(=O)c1ccncc1
13. CC(C)=CCC[C@H](C)C[C@@H]1Cc2[nH][nH]c(=O)c2[C@@H](c2ccc(F)cc2)O1
14. CN(C(=S)Nc1ccc(SC(F)F)cc1)C(c1ccccc1)c1ccccc1
15. COc1ccc(/C=N/n2c(-c3ccco3)nc3ccccc3c2=O)cc1
16. COc1cc(OC)cc(C(=O)NNC(=O)CCC2CCCC2)c1

screen / no.,9,10,11,12,13,14,15,16
M1 ag,-7,-1,-8,-3,.,-7,-4,-1
M1 ag parental,0.2,-0.2,0.8,0.0,0.3,5.6,0.4,0.0
OXTR potentiate,-11,-14,-13,-4,.,-18,-9,1
TAAR1 antag,-13,9,2,1,-20,-12,13,8
TAAR1 agonist,5,2,11,0,-1,-1,5,-4
CHO-K1 Ca antag,8,7,-14,-4,-5,-2,9,-16
CHO parental Ca,-8,-16,-14,-6,.,4,-16,-5
CHRM1 antagonist,-2,2,19,-7,.,34,12,-13
CHO-K1 Ca PAM,-8,1,18,9,20,-15,-8,7

17. CCOC(=O)C1(Cc2ccc(OC)cc2)CCN(C(=O)c2cc(C)on2)CC1
18. Cc1cc(C)cc(Cn2c3ccc(NC(=O)NCCc4cccs4)cc3c(=O)n2C)c1
19. COc1cc(NC(=O)C2CCCO2)c(OC)cc1NC(=O)c1ccccc1 (stereo not given)
20. O=C(NC(=S)Nc1cccnc1)c1cccc(Br)c1
21. CCN(CC)CCn1c2c(c(SCC(=O)Nc3nccs3)nc1=O)CCCC2
22. COc1ccc(OC)c(NC(=O)CCOc2cccc(C)c2)c1
23. Cc1c(C=O)c2cc(OCc3ccccc3)ccc2n1C
24. CC1CCCC(NC(=O)CCCCCn2c(=S)[nH]c3ccsc3c2=O)C1C (stereo not given)

screen / no.,17,18,19,20,21,22,23,24
M1 ag,-2,3,-2,-2,-6,7,1,-2
M1 ag parental,2.5,3.6,0.5,3.4,1.4,5.5,0.6,-0.2
OXTR potentiate,-6,.,-7,-13,3,-9,-3,.
TAAR1 antag,-6,59*,6,9,3,-6,-9,-15
TAAR1 agonist,3,42*,0,4,0,6,5,-1
CHO-K1 Ca antag,-26,1,-9,-10,-5,-3,7,15
CHO parental Ca,-26,.,-19,-23,-18,-10,-11,.
CHRM1 antagonist,-5,13,-7,-1,-20,6,-20,20
CHO-K1 Ca PAM,17,-9,11,-7,18,-3,1,-9

25. CCOc1ccc(/C=C2\NC(=S)NC2=O)cc1
26. O=C(/C=C/c1ccccc1Cl)Nc1cccnc1
27. COc1ccc(CNC(=O)Nc2cccc(C(F)(F)F)c2)cc1OC
28. CC(C)CNC(=O)NC(=O)COc1c(F)c(F)cc(F)c1F
29. O=C(NNC(=O)C1CCN(Cc2ccc(F)cc2Cl)CC1)Nc1ccc([N+](=O)[O-])cc1
30. CCOc1ccc(CNC(=O)CCS(=O)(=O)Cc2ccccc2C)cc1OC
31. CN(CCO)Cc1csc2ccc(Br)cc12
32. CCN(CC)c1ccc(/C=N/NC(=O)c2cnccn2)cc1

screen / no.,25,26,27,28,29,30,31,32
M1 ag,-2,-2,-3,-5,-6,-5,-4,1
M1 ag parental,0.5,0.2,2.2,0.6,0.4,-0.8,1.2,-0.4
OXTR potentiate,-8,-10,-7,-8,-9,4,-1,.
TAAR1 antag,-35,19,22,4,23,-28,-15,-10
TAAR1 agonist,-3,21,4,6,4,3,3,4
CHO-K1 Ca antag,-8,-2,-13,-18,-4,-14,-8,22
CHO parental Ca,-15,-5,-11,-20,-18,-7,-8,.
CHRM1 antagonist,-10,-8,-6,-18,-8,-19,-15,5
CHO-K1 Ca PAM,14,2,18,22,-7,21,17,-18

Another view of part of the listing above.
item | mol | M1 ag | M1 ag parental | OXTR potentiate | TAAR1 antag | TAAR1 agonist | CHO-K1 Ca antag | CHO parental Ca | CHRM1 antagonist | CHO-K1 Ca PAM
26 | O=C(/C=C/c1ccccc1Cl)Nc1cccnc1 | -2 | 0.2 | -10 | 19 | 21 | -2 | -5 | -8 | 2
31 | CN(CCO)Cc1csc2ccc(Br)cc12 | -4 | 1.2 | -1 | -15 | 3 | -8 | -8 | -15 | 17

Going on with the list.
33. CCOc1ccc(NC(=O)CN2CCN(CC(=O)Nc3ccc4c(c3)OCO4)CC2)cc1
34. COc1ccc(OCCCC(=O)OC(C)C(=O)Nc2cccc(C(C)=O)c2)cc1 (stereo not given)
35. COc1cccc(-c2csc(N3CCN(C(=O)Nc4ccc(Cl)cc4)CC3)n2)c1
36. CN(Cc1c(C(=O)N/N=C/c2ccccc2)nnn1-c1nonc1N)c1ccccc1
37. O=[N+]([O-])c1ccccc1Nc1ccccc1[N+](=O)[O-]
38. CN(CC(=O)Nc1ccc(N2CCOCC2)cc1)C(=O)COc1ccccc1F
39. COC(=O)CN1C(=S)N(c2ccc(OC)cc2)C(=O)/C1=C/c1cccs1
40. Cc1ccc(CNC(=O)c2ccc(C#CC(C)(C)O)s2)cc1

screen / no.,33,34,35,36,37,38,39,40
M1 ag,-4,5,-2,-4,-4,-2,-11,-2
M1 ag parental,-0.5,6.7,6.3,2.9,0.1,0.8,0.3,0.7
OXTR potentiate,-1,-5,-15,-11,.,-3,1,-1
TAAR1 antag,-3,12,58*,8,46,-15,15,14
TAAR1 agonist,-3,0,10,2,7,11,-2,7
CHO-K1 Ca antag,-15,-5,10,-1,-1,-16,-2,13
CHO parental Ca,-17,17,7,-12,.,-8,2,-7
CHRM1 antagonist,-10,1,31,12,-5,-11,-6,1
CHO-K1 Ca PAM,18,-8,-12,-16,14,10,4,-4

Just CHRM1 antagonist, CHO-K1 Ca antag and TAAR1 agonist, for 3 of the compounds above:
cpd | SMILES | CHRM1 antagonist | CHO-K1 Ca antag | TAAR1 agonist
37 | O=[N+]([O-])c1ccccc1Nc1ccccc1[N+](=O)[O-] | -5 | -1 | 7
38 | CN(CC(=O)Nc1ccc(N2CCOCC2)cc1)C(=O)COc1ccccc1F | -11 | -16 | 11
39 | COC(=O)CN1C(=S)N(c2ccc(OC)cc2)C(=O)/C1=C/c1cccs1 | -6 | -2 | -2

(more compounds)
41. Cc1ccc(-c2n[nH]c(=O)c3ccccc23)c(C)c1
42. O=C(NCc1ccc2c(c1)OCO2)c1cccc(S(=O)(=O)N2CCOCC2)c1
43. COCC(=O)N1CCC(Oc2ccc(C(=O)N(C)CCCC3CCCC3)cc2)CC1
44. CCN(c1ccccc1)S(=O)(=O)c1ccc(NC(=S)NC(=O)c2cccs2)cc1

screen / no.,41,42,43,44
M1 ag,0,-3,4,-4
M1 ag parental,3.0,1.1,6.9,0.4
OXTR potentiate,4,-6,-9,-8
TAAR1 antag,-11,6,-16,42
TAAR1 agonist,2,1,5,-2
CHO-K1 Ca antag,-12,-3,0,4
CHO parental Ca,-8,-14,-5,11
CHRM1 antagonist,3,-3,-5,10
CHO-K1 Ca PAM,25,10,-22,9

Source: PubChem BioAssay
